Bioassay records deposited in PubChem by The Scripps Research Institute Molecular Screening Center.
M1 ag parental – counter-screen for M1 agonists: effect in parental CHO-K1 cells. Fluo-8 calcium fluorescence; scaled to maximal ATP response, vehicle zero. 360,000 compounds, 0.48% hits. activation, % at 3 µM; in the data active means activation above about 15%;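 further: untransfected CHO-K1 host cells lacking M1 receptor as counterscreen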
CHO-K1 Ca antag – counter-screen for M1 antagonists: effect in parental CHO-K1 cells; ATP-induced calcium, Fluo-8 fluorescence; inhibition, % at 3 µM; 360,000 compounds, 0.6% hits; AID 602250;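 active means inhibition above a per-plate cutoff, the plate's mean sample inhibition plus 3 SD, cut at about 24% in these data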;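 further: 0% = DMSO plus EC80 ATP and 100% = DMSO alone without ATP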
GPR7 antagonist – GPR7 receptor antagonists, primary screen, cell-based, fluorescence, single concentration. Neuropeptides B/W receptor type 1 (Homo sapiens), P48145. 290,000 compounds, 1.1% hits. inhibition, % at 4.4 µM. GPR7-expressing cells, fluorescence antagonist assay; in the data active means inhibition above about 16%, passing the limit was not always enough;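 further: cells stimulated with the agonist NPW; 0% = agonist with vehicle and 100% = vehicle without agonist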
CHO parental Ca – ATP-evoked calcium signal inhibitors, parental CHO, primary screen, counter-screen for OX1R antagonist project, cell-based, fluorescence, Fluo-8 calcium dye; 330,000 compounds, 0.63% hits; parental CHO-K1, ATP-induced calcium, Fluo-8 fluorescence; inhibition, % at 5.6 µM;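 active means inhibition above that plate's mean sample inhibition plus 3 SD, cut at about 26% in these data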;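 further: 0% = ATP-challenged DMSO wells and 100% = DMSO wells without ATP; some compounds past the cut are filed as inactive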
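Material: Parental CHO cells | Reagent: ATP | Compound dosing: Single nominal dose of 5.6 µM per compound | Detection: Intracellular calcium via Fluo-8 no-wash fluorescent dye | Read-out: % inhibition of ATP-induced calcium mobilization | Benchmarks: Low control ATP plus DMSO, high control DMSO only | Replicates: Singlicate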
OXTR agonist – human OXTR agonists, primary screen, fluorescence, CHO-OTR cells, Fluo-8 calcium | Oxytocin receptor (Homo sapiens), P30559 | Fluo-8 calcium fluorescence; normalized: DMSO 0%, oxytocin 100% | activation, % at 3 µM | 320,000 compounds, 0.32% hits | AID 2435, 2010;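 active means activation above the mean of all tested compounds plus 3 SD, cutoff set per screening run, cut at about 20% in these data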;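 further: peak over basal fluorescence ratio from a 100 s FLIPR kinetic read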
CHO-K1 Ca PAM – nonselective calcium activators in parental CHO-K1 cells, primary screen, counter-screen for M1 PAM project, cell-based, Fluo-8 calcium fluorescence, full deck, 1536-well; ATP EC20; 0% at ATP EC20, 100% at ATP max; activation, % at 3 µM; 360,000 compounds, 0.02% hits; AID 602247, 2012;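 active means activation above the run cutoff, the mean activation of all test compounds plus 3 SD, cut at about 40% in these data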;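 further: peak over basal fluorescence ratio in a 140 s read after ATP addition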
V1aR counter – agonists of human V1a receptor, primary screen, counter-screen for OXTR agonist project, fluorescence, CHO-V1R cells; AID 2797, 2010; 320,000 compounds, 0.25% hits; Fluo-8 calcium fluorescence, agonist mode; 0% DMSO, 100% 3 nM vasopressin; activation, % at 3 µM;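 active means activation above the mean activation of all tested compounds plus 3 SD, per screening run, cut at about 20% in these data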;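 further: signal is peak over basal fluorescence ratio across a 100 second FLIPR read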
Target sequence (P37288 whole entry, looked up): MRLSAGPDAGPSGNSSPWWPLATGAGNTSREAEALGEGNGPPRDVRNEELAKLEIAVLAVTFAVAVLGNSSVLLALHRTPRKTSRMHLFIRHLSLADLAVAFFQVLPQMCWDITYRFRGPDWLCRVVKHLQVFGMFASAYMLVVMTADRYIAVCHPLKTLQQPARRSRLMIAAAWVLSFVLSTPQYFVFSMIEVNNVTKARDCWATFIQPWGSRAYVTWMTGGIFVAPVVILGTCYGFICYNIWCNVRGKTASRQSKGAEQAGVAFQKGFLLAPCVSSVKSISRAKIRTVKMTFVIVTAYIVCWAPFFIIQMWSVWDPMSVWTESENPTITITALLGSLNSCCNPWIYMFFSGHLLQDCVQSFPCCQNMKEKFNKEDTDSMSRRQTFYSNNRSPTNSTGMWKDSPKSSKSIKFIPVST
OXTR potentiator – human OXTR potentiators, primary screen, fluorescence, CHO-OTR cells, Fluo-8 calcium; Oxytocin receptor (Homo sapiens), P30559; Fluo-8 calcium fluorescence, potentiator mode; 0% = oxytocin EC15, 100% = EC100; activation, % at 3 µM; 320,000 compounds, 0.061% hits; AID 2445, 2010;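 active means activation above that plate's cutoff, the mean activation of tested compounds plus 3 SD, cut at about 6.6% in these data, passing the limit was not always enough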;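 further: 100% uses oxytocin at 75 nM as the full agonist control; some results filed as inactive read as strong as hits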
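Measured by – Fluo-8 calcium dye fluorescence · Test system – human OTR in CHO cells · Dosing – one concentration, 3.0 µM compound · Controls – EC15 oxytocin alone as 0%, 75 nM oxytocin as 100% · Evaluation – normalized max/min fluorescence ratio, % activation · Timing – 6 min pre-incubation, 100 s read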
TAAR1 antag – human TAAR1 antagonists, primary screen, Fluo-8 calcium fluorescence, CHO RD-HGA16 cells. inhibition, % at 3 µM. AID 624466, 2012. 360,000 compounds, 1.5% hits. antagonist. Trace amine-associated receptor 1 (Homo sapiens), Q96RJ0;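 active means inhibition above a per-plate cutoff, the mean inhibition of test compounds on that plate plus 3 SD, cut at about 49% in these data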;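 further: 0% = DMSO plus EC80 beta-PEA response and 100% = DMSO alone without agonist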
Target sequence (Q96RJ0 whole entry, looked up): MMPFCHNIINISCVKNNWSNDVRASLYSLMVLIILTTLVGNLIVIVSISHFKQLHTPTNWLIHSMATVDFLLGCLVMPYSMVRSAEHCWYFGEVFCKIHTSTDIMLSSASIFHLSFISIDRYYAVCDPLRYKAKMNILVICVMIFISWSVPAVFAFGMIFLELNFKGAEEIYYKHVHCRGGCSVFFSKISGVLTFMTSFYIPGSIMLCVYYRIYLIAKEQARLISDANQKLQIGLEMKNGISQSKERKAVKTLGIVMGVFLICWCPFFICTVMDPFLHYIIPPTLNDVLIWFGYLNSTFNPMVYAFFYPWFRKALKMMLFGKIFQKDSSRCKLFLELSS
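Assay system: RD-HGA16 CHO cells with stable hTAAR1 and Gα16 / Reagent: EC80 β-phenethylamine stimulus / Doses: 3 µM, single point / Timing: dye loading 75 min at 37 °C, then 30 min room temperature / Measured by: Fluo-8 intracellular calcium dye fluorescence, real-time kinetic reads / Controls: vehicle wells and EC80 agonist wells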
Starred values were filed as active, the others as inactive; . = no result given. Rows were taken by chance; 3.5% or so of the library scored in one or more.

SMILES	M1 ag parental	CHO-K1 Ca antag	GPR7 antagonist	CHO parental Ca	OXTR agonist	CHO-K1 Ca PAM	V1aR counter	OXTR potentiator	TAAR1 antag
CC(C)c1nnc(NC(=O)CCC(=O)NCCc2ccccc2)s1	2.9	4	-18	-30	-0.8	0	0.0	5	-19
C=CCn1c(SCc2nc3sc(C(=O)O)c(C)c3c(=O)[nH]2)nnc1-c1ccccc1	0.4	-5	-15	-2	0.2	22	1.1	-5	3
OCCN(CC#CCn1c2ccccc2c2ccccc21)CCO	1.2	5	-5	-28	3.5	12	2.1	-8	-10
CN(CC(=O)Nc1ccc(F)cc1)C(=O)CSc1ccc2c(c1)OCCO2	0.4	-7	.	-18	0.1	9	0.0	-4	-3
COc1cc(C2CC(=O)Nc3n[nH]c(-c4ccccc4)c32)cc(OC)c1OC (stereo unspecified)	.	.	-7	-5	0.6	.	1.3	-1	.
O=C(CN1CCN(C2CCCCC2)CC1)Nc1cccc2ccccc12	-0.3	1	-11	-10	0.3	15	-0.4	6	-7
CCOC(=O)c1sc(NC(=O)CN2C(=O)NC3(CC(C)CC(C)(C)C3)C2=O)c(C(=O)OCC)c1C (stereo unspecified)	0.5	-13	4	-14	-1.1	23	0.5	-3	8
O=C(COc1ccc([N+](=O)[O-])cc1)Nc1ccc2c(c1)OCO2	0.6	3	-2	-16	-0.7	-15	1.0	-15	2
Cc1sc2ncnc(N3CCC(C(=O)NNC(=O)COc4ccccc4Cl)CC3)c2c1C	13	4	.	-5	1.9	-7	7.9	-15	43
Cc1cccc(N(CC(=O)NC(C)(C)C)C(=O)CCC(=O)Nc2nccs2)c1	0.7	-10	-12	-31	-0.1	10	-0.3	-2	-11
CC(NC(=O)c1ccncc1)c1ccccc1 (stereo unspecified)	0.3	-1	-4	0	2.7	11	0.7	-7	-1
CCN(CC)CCN1C(=O)C(O)=C(C(=O)c2ccc(C)o2)C1c1ccccn1 (stereo unspecified)	.	.	-4	5	-0.8	.	0.8	-9	.
O=C(NCCC1CCCCN1S(=O)(=O)c1ccc(Cl)cc1)C(=O)NCc1cccnc1 (stereo unspecified)	1.1	-5	.	-19	0.6	24	0.1	8	-17
Cn1c(=O)[nH]c(=O)c2c1nc(N1CCCCCC1)n2CCSc1nc2ccccc2o1	0.7	1	-16	-11	0.1	3	1.1	0	.
Cc1ccc(C(O)c2ncc(-c3ccccc3Cl)[nH]2)c(C)c1 (stereo unspecified)	1.7	-11	.	.	.	19	.	.	-21
CC(=O)Nc1cccc(/C(C)=N/NS(=O)(=O)c2ccc(C)cc2)c1	-0.3	20	-19	-12	0.3	-12	2.1	-18	7
Cc1ccc(NC(=O)CNC(=O)Cc2cccc3ccccc23)c(O)c1	0.3	-2	.	-6	0.5	20	4.2	-5	0
COc1cccc(/C=C2\N=C3CCCCCN3C2=O)c1	-0.4	-7	-5	-16	-1.5	6	-0.6	-15	4
CN(C(=O)c1ccncc1)c1nnc(-c2ccncc2)s1	0.0	4	-8	-9	-0.1	8	0.3	-14	.
CCN(CC)c1ccc(NC(=O)CN2C(=O)CSc3ncccc32)c(C)c1	1.5	-6	-6	8	4.8	7	2.6	-7	-10
CCN(C[C@H]1N[C@@](CC)(C(=O)OC)[C@H]2C(=O)N(C)C(=O)[C@@H]12)C(C)=O	-0.1	-12	.	-14	1.8	2	9.6	-3	-25
COc1ccc(CCNC(=O)C2CC(c3ccccc3[N+](=O)[O-])=NO2)cc1 (stereo unspecified)	1.1	-16	-5	-14	1.5	7	0.9	-13	-5
CCn1c(-c2cc(Cl)ccc2OC)n[nH]c1=S	0.8	-10	-6	-8	0.5	21	1.0	-4	2
CC(NS(=O)(=O)c1ccccc1)C(=O)Nc1ccc(S(N)(=O)=O)cc1 (stereo unspecified)	2.0	6	-5	-10	0.7	10	2.1	2	9
CCC(=O)Nc1ccc(C(=O)CSc2nc3ccccc3[nH]2)cc1	2.8	-8	-1	-11	2.5	12	3.0	-17	18
N#CC1=C(N)N(c2ccc(Cl)c(Cl)c2)C(=O)C1	1.3	-18	-9	3	0.3	21	-1.4	0	-14
O=C(COc1ccc(Br)cc1)NCCCNC(=O)c1cnccn1	0.8	-10	-3	-11	1.1	4	0.6	-9	-8
CCOC(=O)C1(CCCc2ccccc2)CCN(CCCn2cccn2)CC1	1.5	4	-6	-14	4.3	18	4.1	3	-8
Cc1ccc(CCNC(=O)CN(C)S(=O)(=O)c2ccc3c(c2)n(C)c(=O)c(=O)n3C)cc1	-0.2	-9	-17	-10	-0.2	-6	0.3	-4	-14
COc1ccccc1N1CCN(C(=O)CCn2c(=O)[nH]c3ccccc3c2=O)CC1	0.1	-7	5	-10	-0.5	21	0.0	1	7
CN(C)c1ccc(C(=O)OCC(=O)c2cccs2)cc1	0.2	2	8	-6	-1.1	-6	-0.5	-8	-4
COc1ccc(OC)c(NC(=O)NC2(C(F)(F)F)Oc3ccccc3O2)c1	-0.1	-12	4	-28	-1.2	12	-0.1	-5	-19
CCN(Cc1ccc(OC)c(F)c1)C(=O)C1CCCO1 (stereo unspecified)	-0.2	-7	-13	-5	1.3	3	-0.2	-2	-13
Cc1ccc(CNC(=O)C2CCC(CNc3c(N4CCC(C)CC4)c(=O)c3=O)CC2)cc1 (stereo unspecified)	0.1	-9	-10	5	-0.6	6	0.2	-7	-34
CCc1nccn1CCC(=O)N1CCCC(Nc2ccc(C(C)C)cc2)C1 (stereo unspecified)	0.2	16	-8	-22	0.9	-17	-0.4	-9	-23
Clc1ccc(OCCn2cnc(Cl)c2Cl)cc1	0.9	0	1	-5	-1.6	13	-0.9	-1	-8
CC(=O)CNc1ccc(S(=O)(=O)N/N=C/c2ccccc2)cc1	-0.1	5	-11	-4	0.8	-7	0.1	0	-33
CC(C)C[C@@H](CSc1ccccc1)N1CCN(C)CCC1=O	0.9	-12	-2	-11	-0.3	3	0.7	-10	-11
O=C(COc1ccccc1)N[C@@H]1c2ccccc2CC[C@@H]1OCc1ccccc1	0.0	-14	.	-25	.	4	.	.	-15
CCCCNC(=O)C1CCCN(S(=O)(=O)c2ccc(-n3cnnn3)cc2)C1 (stereo unspecified)	-0.6	7	-5	-21	0.1	14	1.2	-2	3
COc1cc(CNc2ncnc3c2ncn3[C@H]2CN(Cc3ccc(Cl)cc3)C[C@@H](CO)O2)cc(OC)c1OC	0.8	-9	.	.	.	16	.	.	-28
Cc1cc(NC(=O)c2noc3c2CCCC3)nn1Cc1ccc(Cl)cc1	1.5	-20	-14	-30	-0.9	15	0.4	-3	-14
Cc1cccc(N2CCN(c3ccc(C(N)=O)cc3[N+](=O)[O-])CC2)c1C	0.4	-10	-15	-7	1.4	15	0.9	4	0
CCOC(=O)C1CCCN(C(=O)c2ccc(F)c(C)c2)CC1 (stereo unspecified)	0.7	0	.	.	.	3	.	.	-28
CCCCN(CCCC)c1nn[nH]n1	0.3	-4	.	.	.	9	.	.	-8
O=c1cc(CSc2ccc(Cl)cc2)[nH]c2[nH]n(-c3ccccc3)c(=O)c12	0.3	-21	-9	-6	0.2	27	0.5	0	-17
O=C(N/N=C1\CCCCc2ccccc21)c1ccccn1	0.1	29*	14	-16	-1.0	-15	-0.6	3	6
Cc1cccc(Oc2ncccc2[N+](=O)[O-])c1C	-0.5	-8	.	.	.	8	.	.	4
O=C(NNc1ccccc1)OCc1ccccc1	0.4	3	.	.	.	2	.	.	-1
Cc1ccc(CN2CCCN(Cc3c(C)cc(C)cc3C)S2(=O)=O)cc1	0.3	-12	-3	5	-1.0	-10	0.4	-12	-6
COC(=O)/C(=C\C=C\c1ccccc1)NC(=O)c1ccccc1	3.0	29*	-3	-18	-0.8	-9	0.2	3	-3
CC1=NCCN1CCNC(=O)Nc1ccc(C(C)(C)C)cc1	0.3	2	4	-1	-1.0	-8	-0.2	-2	-25
O=C(NC(NC(=S)Nc1ccccc1O)C(Cl)(Cl)Cl)c1ccco1 (stereo unspecified)	2.0	-12	7	-5	-1.5	23	-0.8	-9	6
CCC1Oc2ccc(C)cc2N(CC(=O)NCCN2C(C)CCCC2C)C1=O (stereo unspecified)	-0.1	-17	-3	-9	15	-8	0.7	-11	-12
CCOC(CNC(=O)Cn1nc(Cc2ccncc2)c2ccccc2c1=O)OCC	0.6	9	4	-6	0.9	-1	-0.4	-1	-9
Cc1ccc(OCC(O)Cn2c(N3CCOCC3)nc3c2c(=O)[nH]c(=O)n3C)cc1 (stereo unspecified)	0.1	-5	0	-16	-0.5	7	0.6	-8	14
CC(C)c1c(C(=O)N/N=C/c2ccsc2)nnn1-c1nonc1N	22*	6	-13	-3	14	14	10	-11	2
Nc1nc(SCc2ccccc2)cc(SCc2ccccc2)n1	-0.6	-5	.	.	.	-2	.	.	18
CC1(C)CC(=O)C2=C(C1)N(CCN1CCOCC1)C1=C(C(=O)CC(C)(C)C1)C2c1cccc(Cl)c1	-0.7	4	14	-11	-2.9	3	0.1	-4	-9
Cc1cc2ccccc2cc1CN1CCOCC1	0.7	-3	-18	-8	-0.3	-7	-0.1	-1	-7
CC1CC(C)CN(CC(=O)N2CCOCC2)C1 (stereo unspecified)	0.2	-5	-3	3	0.2	3	0.3	3	-9
Cc1ccc(NC(=S)Nc2ccc(S(=O)(=O)Nc3ncccn3)cc2)cc1Cl	.	.	-15	-9	3.5	.	-1.1	1	.

Of the compounds above, two have a tert-butyl group.
SMILES	M1 ag parental	CHO-K1 Ca antag	GPR7 antagonist	CHO parental Ca	OXTR agonist	CHO-K1 Ca PAM	V1aR counter	OXTR potentiator	TAAR1 antag
Cc1cccc(N(CC(=O)NC(C)(C)C)C(=O)CCC(=O)Nc2nccs2)c1	0.7	-10	-12	-31	-0.1	10	-0.3	-2	-11
CC1=NCCN1CCNC(=O)Nc1ccc(C(C)(C)C)cc1	0.3	2	4	-1	-1.0	-8	-0.2	-2	-25
